sdo1 growth = compounds rescuing growth of sdo1-depleted yeast, bone marrow failure model | S. cerevisiae sdo1-depleted JHY4D growth rescue, OD600 30 h; active compounds read high; pdr5 snq2 efflux-pump mutant strain | z-score at 10 µM | 140,000 compounds, 0.21% hits;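 active = z-score above 3 at both the 24 hr and the 30 hr optical density reads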;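 also: z-score against mean and SD of all compound wells on the same plate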
INS promoter inh = TRM-6 insulin promoter activity inhibition | 130,000 compounds, 0.9% hits | AID 1273 | TRM-6 cells (human fetal islet line), insulin promoter-eGFP reporter, imaging; reporter expression induced with tamoxifen | inhibition, % at 2 µM;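 active = inhibition above the mean plus 3 SD, with well images judged a real hit on visual review, cut at about 60% in these data, passing the limit was not always enough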
sdo1 growth Rescue 24 h = further read-out of sdo1 growth, marked with its call; z-score; S. cerevisiae sdo1-depleted JHY4D growth rescue, OD600; measured here: growth rescue at 24 h;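 0 is the plate mean of compound wells and units are plate SD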
* = called active by the depositor; / = no result given.

mol,sdo1 growth,sdo1 growth Rescue 24 h,INS promoter inh
COCCn1c(Sc2nc(C)cs2)nc2c1c(=O)[nH]c(=O)n2C,-0.09,-0.39,-2.6
Cc1[nH]c2ccccc2c1Cc1n[nH]c(=S)n1C,0.36,-0.29,-418.9
CCCCCN1CSC(=S)N(Cc2ccccc2)C1,-2.06,-1.54,9.4
Cc1cc(C(=O)COc2ccccc2[N+](=O)[O-])c(C)n1-c1cccc(S(=O)(=O)N2CCOCC2)c1,-0.81,-1.19,8.3
O=C(c1ccccc1)N1CCN(C(=S)NCc2ccco2)CC1,/,/,25.0
COC(=O)c1c(NC(=O)CN2C(=O)c3ccccc3C2=O)sc(Cc2ccc3c(c2)OCO3)c1C,-0.64,-0.49,9.5
CCN=C(NCC)SC1CC(=O)N(c2ccccc2)C1=O (stereo not drawn),-0.1,0.81,/
CCOC(=O)N1CCN(C(=O)C2CC(c3ccccc3OC)=NO2)CC1 (stereo not drawn),1.18,0.55,/
Cc1cc(C)cc(N2CCN(C(=O)N3CCOCC3)CC2)c1,0.13,0.12,-28.6
CC1CCCN(S(=O)(=O)c2ccc(NC(=O)c3cccc(-n4cnnn4)c3)cc2)C1 (stereo not drawn),1.13,0.15,/
OCCN1CN=C(Nc2nc3ccccc3o2)NC1,0.56,-0.67,-9.7
CCC[n+]1cn(/C(C(=S)Nc2cccc(Cl)c2C)=C(/[O-])c2ccc(OC)c(OC)c2)c2ccccc21,/,/,11.1
Fc1ccccc1CSc1nncn1NC/C=C/c1ccccc1,-1.18,-0.9,28.0
O=C(c1ccc(=O)n(Cc2ccccc2)n1)N1CCN(C/C=C/c2ccccc2)CC1,1.23,1.29,-72.7
CCOc1ccc2c(c1)OC(c1ccccc1)(C(F)(F)F)NC2=O (stereo not drawn),-0.08,-0.02,-212.5
O=C(OCc1cc(=O)n2cc(Br)ccc2n1)c1ccc(Cl)c(S(=O)(=O)NCc2ccccc2)c1,0.07,0.08,-12.9
Nc1ccc(Cc2nc3cc4ccccc4cc3[nH]2)cc1,0.42,0.21,/
COc1ccc(N2CCN(C(CNS(=O)(=O)c3cc(F)ccc3F)c3cccnc3)CC2)cc1 (stereo not drawn),-0.07,0.49,6.5
CCn1c(SCC(=O)NCCOc2ccccc2)nc2ccccc2c1=O,-1.21,-1.04,-33.3
N#C/C(=C(/O)CN1C(=O)c2ccccc2C1=O)c1nc2ccccc2[nH]1,0.96,1.09,40.0
CCOC(=O)Cc1csc(/N=C/c2c(O)n(-c3ccc(C)c(C)c3)c(=O)c3ccccc23)n1,-0.16,1.03,-5.9
Cc1ccnc2nc(C(=O)OCC(=O)NCCc3ccccc3)nn12,0.36,-0.15,73.3*
CC(C)CN(CC(C)C)S(=O)(=O)N1CCC(C(=O)NCCN2CCOCC2)CC1,1.25,2.09,-75.0
O=C1N2c3ccccc3CCc3cccc(c32)C1(O)C(F)(F)F (stereo not drawn),-2.64,-2.41,27.0
C/C=C/Cn1c(N(C)Cc2ccccc2)nc2c1c(=O)[nH]c(=O)n2C,-0.53,-0.66,/
Cc1ccc(C(C)NC(=O)c2ccco2)cc1 (stereo not drawn),0.04,-0.86,3.2
COc1ccc2[nH]cc(C(O)CN3CCN(c4ccccc4)CC3)c2c1 (stereo not drawn),-0.07,-0.29,-53.1
Cc1c(Nc2nc(-c3ccc(Cl)cc3)cs2)c(=O)n(-c2ccccc2)n1C,-1.05,-0.92,/
c1ccc(N2CCN(Cc3ccsc3)CC2)nc1,1.46,0.07,25.0
O=C(CCNC(=O)c1ccccc1Cl)Nc1cc(C(F)(F)F)ccc1Cl,-0.66,-1.79,-13.3
O=C(O)CN1C(=O)SC(Nc2ccc(Cl)cc2)C1=O (stereo not drawn),-0.28,-0.62,0.0
COc1ccc(OC)c(-c2c(C#N)c(N)nc3c2c(=O)nc2sccn23)c1,/,/,0.0
O=C(NCc1nnc2c3ccccc3c(-c3ccccc3)nn12)c1ccccc1Cl,-0.34,-0.08,13.8
CCCOc1ccc(NC(N)=O)cc1OCCC,0.64,0.29,14.3
O=C(NCc1nnc(SCC(=O)N2CCCc3ccccc32)o1)c1c(F)cccc1Cl,/,/,57.1
COc1ccc(O)c(/C=N\NC(=O)CCn2nnc3ccccc32)c1,-0.21,-0.14,43.7
O=C(CN1CCN(c2ccc(F)cc2)CC1)Nc1ccc(-n2cnnn2)cc1,-1.2,-0.45,-128.0
O=C(c1cccc(NS(=O)(=O)c2ccc(F)c(F)c2)c1)N1CCN(C(c2ccccc2)c2ccccc2)CC1,0.05,-0.5,7.4
COc1ccc(-c2noc(CSc3nc4ccccc4c(=O)n3-c3ccccc3)n2)cc1OC,-0.55,-1.15,50.0
CC1(C)Cc2c(c(-c3ccco3)nc3sc4c(NCCN5CCOCC5)ncnc4c23)CO1,1.02,1.25,35.5
Cc1ccnc(NC(=O)CCC(=O)N(CC(=O)NCC2CCCO2)Cc2ccc(F)cc2)c1 (stereo not drawn),0.9,-0.24,/
CCn1cc(S(=O)(=O)CC(=O)NC2CCCCC2)c2ccccc21,0.02,-0.35,/
CSc1nncn1/N=C/c1cc(Cl)ccc1F,0.97,0.64,/
COc1ccc(S(=O)(=O)Nc2cc(Cl)ccc2OC)cc1,-0.78,-0.3,-291.7
CC(NS(=O)(=O)c1ccc(CCC(=O)N2CCN(C)CC2)cc1)c1ccccc1 (stereo not drawn),-0.69,-1.74,12.0
CCCN(CC1CC1)c1nc(N)c2c(N)nc(OC)cc2c1C#N,-1.72,-0.42,/
Cc1occc1C(=O)NNC(=O)C(c1ccccc1)c1ccccc1,0.53,0.29,/
Cc1ccc(Nc2nc3ccccc3c(=O)s2)cc1C,-0.67,0.5,8.3
O=C(COC(=O)c1cccc2ccccc12)Nc1ncc(C(F)(F)F)cc1Cl,-0.92,-0.82,-16.7
COc1cccc(NC(=O)c2ccc(NC(=O)C(C)(C)C)cc2)c1,0.84,-0.56,-133.3
COc1ccc(C(=O)C2CCCN(C(=O)CCC3=NNC(=O)CC3)C2)c(C)c1 (stereo not drawn),/,/,-26.7
CC(=O)CCc1oc2ccc(NC(C)=O)cc2c1-c1ccc(C)o1,-1.1,-1.3,18.2
Cc1ccc(NC(=O)C2CC(=O)n3c(nc4ccccc43)N2)cc1 (stereo not drawn),-0.34,-0.31,/
COc1cc(C(=O)NCC(=O)N/N=C/c2ccccn2)cc(OC)c1OC,/,/,47.1
COc1ccc(C(=O)NC(=S)NNC(=O)c2cnccn2)cc1OC,0.25,1.4,/
O=C(O)Cc1csc2ccccc12,1,1.16,40.6
CC(C)(C)SCCNC(=O)CN(c1ccccc1)S(=O)(=O)c1ccccc1,/,/,-94.1
C=CCNC(=S)NNC(=O)c1cccn(Cc2ccc(Cl)cc2)c1=O,1.05,1.12,0.0
CC(C)OC(=O)/C(=C\c1cccc2ccccc12)NC(=O)c1ccccc1,-0.86,-0.26,-20.0
Cc1ccccc1NS(=O)(=O)CCCCC(Cl)(Cl)Cl,/,/,33.3

(list continues)
canonical_smiles,sdo1 growth,sdo1 growth Rescue 24 h,INS promoter inh
CCOC(=O)CSc1nc2c(c(=O)n1-c1ccc(OC)cc1)SCC2,-1.2,-1.19,/
Cc1ccnc(N2CCC(C(=O)NNC(=O)COc3cccc4ccccc34)CC2)n1,-0.78,-0.51,/
CC(=O)c1ccc2c3c(cccc13)CC2,0.17,-0.05,15.4
CCCn1c(SCc2ccon2)nc2ccccc2c1=O,-0.06,-0.18,22.6
COc1ccccc1NC(=O)N1CCCC1C(=O)Nc1ccc2c(c1)OCCO2 (stereo not drawn),/,/,-68.4
Cc1ccc(S(N)(=O)=O)c(C)c1N1CCCC1=O,/,/,14.3
Cc1cc(C)n(C(=O)c2cc3sccc3[nH]2)n1,-1.54,-2.08,/
CC(=O)Nc1ccc(S(=O)(=O)N2CCCc3ccccc32)cc1,-0.25,-0.3,13.6
CCN(CC)CCOC(=O)c1c(C)oc2ccc(OC)cc12,1.22,0.74,/
COc1ccccc1NC(=S)N1CCC(c2nc3ccccc3o2)CC1,0.53,0.63,/
c1coc(CNc2ncnc3c2oc2ccccc23)c1,-0.66,-0.85,35.3
COC(=O)c1c(-c2ccccc2)csc1NC(=O)c1ccco1,-0.3,0.29,/
Cc1cc(C(=O)NNC(=S)NC(C)c2ccccc2)cs1 (stereo not drawn),0.17,-0.18,6.2
COC(=O)c1cc(Cl)c(NC(=O)/C=C/c2ccc(Cl)cc2Cl)cc1OC,0.4,1.74,-17.4
COCCn1c(SCC(=O)Nc2ccc(C)cc2)nc2c(oc3ccccc32)c1=O,-0.7,0.16,19.4
CC(C)Cn1c(C(C)C)nc([N+](=O)[O-])c1Sc1ccc(Cl)cn1,-0.81,-0.56,/
CCn1c(=O)n(CC)c2cc(S(=O)(=O)Nc3ccccc3C)c(C)cc21,-0.76,-0.56,35.0
O=C(CSc1ccc(-c2nc3ccccc3[nH]2)cn1)N1CCN(C(=O)c2ccco2)CC1,0.4,0.7,/
C[C@@H](C[C@@H](O)[C@H](O)C(C)(C)O)[C@@H]1CC[C@]2(C)C3=CC[C@H]4C(C)(C)C(=O)CC[C@]4(C)[C@H]3CC[C@@]12C,-0.71,0.4,5.0
COC(=O)c1ccc(O)c(Sc2cc(C(=O)OC)ccc2O)c1,1.96,2.24,-295.2
COc1ccc(C)cc1NC(=O)CNc1ccccc1CN(C)C1CCCCC1,/,/,-21.4
CC(C)CCN1CCN(Cc2ccc(C(F)(F)F)cc2)CC1CCO (stereo not drawn),/,/,-33.3
Cc1cc(C(=O)O)c(S(C)(=O)=O)s1,-0.41,-1.61,-9.7
CC(C)(C)c1ccc(OCC(=O)NCc2ccco2)cc1,-0.83,-0.91,-57.1

Given as labelled records: entries from further up.
COc1ccc(C)cc1NC(=O)CNc1ccccc1CN(C)C1CCCCC1
  sdo1 growth: /; sdo1 growth Rescue 24 h: /; INS promoter inh: -21.4
CC(C)CCN1CCN(Cc2ccc(C(F)(F)F)cc2)CC1CCO (stereo not drawn)
  sdo1 growth: /; sdo1 growth Rescue 24 h: /; INS promoter inh: -33.3
Cc1cc(C(=O)O)c(S(C)(=O)=O)s1
  sdo1 growth: -0.41; sdo1 growth Rescue 24 h: -1.61; INS promoter inh: -9.7
CC(C)(C)c1ccc(OCC(=O)NCc2ccco2)cc1
  sdo1 growth: -0.83; sdo1 growth Rescue 24 h: -0.91; INS promoter inh: -57.1

Further structures.
canonical_smiles,sdo1 growth,sdo1 growth Rescue 24 h,INS promoter inh
CCOC(=O)C1=C(CS(=O)(=O)c2ccccc2)NC(=O)NC1c1ccccc1 (stereo not drawn),-0.38,-0.37,/
O=C(CSc1nc2cccnc2n1Cc1ccccc1)N1CCCC1,0.77,0.63,-54.3
CCS(=O)(=O)Nc1ccc(-c2nnc(SCC(=O)c3ccc(NC(C)=O)c(OC)c3)o2)cc1,2.72,4.9,/
Cc1ncc(CN2CCCC(CCC(=O)NCc3ccccc3F)C2)s1 (stereo not drawn),/,/,0.0
O=C1CSC(c2cccnc2)N1C1CCCCC1 (stereo not drawn),-0.13,-0.44,/
CCNC(=S)Nc1ccc2cn[nH]c2c1,0.67,-0.07,/
CCOC(=O)c1sc(NC(=O)Nc2cccc(Cl)c2)cc1C,0.09,0.66,/
CCOC(=O)c1ccc(N2CN=C3SCC(=O)N3C2)cc1,-1.02,-1.67,/
Cc1nc2cc(F)ccc2n1C1CCN(C(=O)c2c(F)cccc2F)CC1,/,/,18.2
CN(/C(=N/S(=O)(=O)c1cccs1)c1ccccc1)c1ccc(O)cc1,/,/,-5.6
c1ccc(Nc2c(-c3ccco3)nc3ccccn23)cc1,2.63,0.61,-28.0
CCCOC(=O)c1ccc(Nc2nc(C)cc(=O)[nH]2)cc1,0.14,-0.45,0.0
NC(=O)c1ccc(CN2CCC(Cc3ccccc3)CC2)cc1,/,/,-347.4
COc1ccccc1-c1cc(C(=O)NC(C)C)no1,0.27,1.23,/
FC(F)(F)c1cccc(NC(=S)NNC(=S)NCc2ccccc2)c1,-0.56,-0.26,-55.8
O=C(Cn1c2ccc(F)cc2c2nc3n(c(=O)c21)CCS3)Nc1ccccc1C(F)(F)F,/,/,-14.3
CCCc1nnc(NC(=O)c2cc(OC)cc(OC)c2)s1,-0.31,-0.17,14.8
CCOC(=O)C1=C(C)Nc2ccccc2N=C1NC(=O)c1cccc(S(=O)(=O)NCc2ccccc2)c1,0.54,1.38,-27.0
COc1cccc2c(=O)cn[nH]c12,2.41,1.06,25.0
Cc1cc(C)cc(NC(=O)C(Sc2ncnc3ccccc23)c2ccccc2)c1 (stereo not drawn),-0.61,-1.3,14.3
O=C(Nc1ccc(N2CCOCC2)c(Cl)c1)c1cccnc1Cl,0.5,0.11,23.1
Cc1cccc(C(=O)N2CCN(c3ncnc4c3cnn4-c3ccccc3)CC2)c1,-1.01,-0.44,53.3
Cc1ccc(NC(=O)C(=O)NCCN2CCN(C(=O)C(c3ccccc3)c3ccccc3)CC2)cc1,0.29,-0.37,-38.7
COC(=O)c1ccc(NC(=O)c2c(C(=O)Nc3ccccc3)sc3nc(C)cc(=O)n23)cc1,/,/,48.1
Cc1ccc(NC(=O)C2CCCN2S(=O)(=O)c2ccc(F)cc2)c(C)c1 (stereo not drawn),0.03,-0.28,-245.8
